MCF10A rerep – DNA re-replication induction in MCF 10a cells. actives 2.9% (n = 350,000). MCF 10A DNA re-replication, Hoechst nuclear intensity, 48 h. Potency, µM (top dose mostly 46.1 µM), for the others: at the top dose activity, positive = re-replication, hits mostly activators; further: potency means the concentration at half of the fitted maximal effect; % of control where 0% means no effect; nearly all actives have a fitted effect of over 50% in size
D3 ag – agonists of human D3 dopamine receptor. AID 652048. D3R DiscoveRx beta-arrestin cells, luminescence, 90 min. actives 0.58% (n = 410,000). max activation, %; in the data active means max activation above about 30%; further: 0% is about no effect; mostly tested at two doses, the higher about 12 µM
Target sequence (P35462 whole entry, looked up): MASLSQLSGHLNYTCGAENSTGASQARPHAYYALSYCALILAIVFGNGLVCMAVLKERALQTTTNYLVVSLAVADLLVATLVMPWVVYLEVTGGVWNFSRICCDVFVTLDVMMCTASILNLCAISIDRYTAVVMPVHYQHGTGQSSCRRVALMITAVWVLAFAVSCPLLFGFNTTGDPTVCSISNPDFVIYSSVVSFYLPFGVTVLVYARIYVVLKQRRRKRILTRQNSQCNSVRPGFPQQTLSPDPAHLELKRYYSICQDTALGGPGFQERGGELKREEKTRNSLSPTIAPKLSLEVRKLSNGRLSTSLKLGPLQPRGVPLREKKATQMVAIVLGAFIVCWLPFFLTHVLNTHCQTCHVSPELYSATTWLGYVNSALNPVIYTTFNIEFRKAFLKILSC
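Agonist-mode cell screen: cells plated at 1500/well and incubated overnight at 37 °C, then exposed to library compounds for 90 min at 37 °C. Detection reagent was added for 30–60 min at room temperature, and luminescence was read.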
HEK293 tox – cytotoxicity in counter-screen for GLP-1R inverse agonists. HEK293 cAMP-luciferase reporter cells, luminescence, 24 h. Potency, µM (top dose mostly 38.3 µM), without a hit: top-dose activity change, negative = inhibition, actives largely listed as inhibitors. actives 0.13% (n = 410,000);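 further: loss of luciferase light is scored as toxicity; potency means the concentration at half of the fitted maximal effect; on the % scale 0 is the no-effect control and ±100 the full control effect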
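Seeding density was 200 cells/uL; after overnight-length (12 h) culture, 23 nL compounds went on for 24 h at 37 °C. Readout used a luciferase detection reagent, luminescence taken after 12 min at room temperature.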
SW480 rereplic – inducers of DNA re-replication in SW480 colon cancer cells; SW480 DNA re-replication, Hoechst DNA content imaging, 48 h; Potency, µM (doses to about 46.1 µM), inactives show at the highest dose re-replication activation, usual class: activators; actives 1.8% (n = 340,000); AID 624297; further: potency means the concentration at half of the fitted maximal effect; % of control where 0% means no effect; nearly all actives have a fitted effect of over 55% in size
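250 cells/well; 23 nL cpd via pin tool; 48 hr, 37 C, 5% CO2; Hoechst 40 min; imager read of total nuclear intensity, ex 405/em 500-530 nm.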
* marks the source's active call; other numbers are inactive results; ? = inconclusive; nt = not tested or not shown; & = joins results of further samples; [ ] = dose if it differs, or a comment. Unless noted, the call rests on the fitted dose curve; in most records, active means well fitted curve in the direction sought with a large enough effect; inconclusive means small, poorly fitted or top-dose-only effect, or another doubt; inactive means no such curve, though single readings can be large; an effect the other way counts as inactive or inconclusive. Not all compounds are listed (hit frequency here may not be typical).

SMILES	MCF10A rerep	D3 ag	HEK293 tox	SW480 rereplic
NC(=O)C[C@@H](N)C(=O)O	nt	-7	nt	nt
C=Cc1ccccc1	nt	10	nt	nt
CN(C)C(=O)CNC(=O)Cc1ccccc1	nt	2	nt	nt
Cc1ccccc1N1CCN(CCc2nnc3n2CCCC3)CC1	nt	35*	nt	nt
O=C(O)c1ccc(-n2nc(-c3ccccc3O)nc2-c2ccccc2O)cc1	nt	2	nt	nt
CN1[C@@H]2CC[C@H]1CC(NC(=O)n1c(=O)[nH]c3ccccc31)C2 (stereo partly specified)	nt	-11	nt	nt
Cc1cc(CC(C)CC(C)(C)C)n(O)c(=O)c1 (stereo unspecified) (tested in a mixture with another compound)	nt	8	nt	nt
CNS(=O)(=O)CCc1ccc2[nH]cc(C3CCN(C)CC3)c2c1	nt	10	nt	nt
Cc1cccc(N(C)C(=S)Oc2ccc3c(c2)CCC3)c1	nt	-3	nt	nt
CC[C@H](C)[C@H](N)C(=O)O	nt	-13	nt	nt
CC1(C)[C@@H](O[C@H]2O[C@H](C(=O)O)[C@@H](O)[C@H](O)[C@H]2O[C@@H]2O[C@H](C(=O)O)[C@@H](O)[C@H](O)[C@H]2O)CC[C@]2(C)[C@H]3C(=O)C=C4[C@@H]5C[C@@](C)(C(=O)O)CC[C@]5(C)CC[C@@]4(C)[C@]3(C)CC[C@@H]12	nt	-8&-24	nt	nt
C=CCN1C[C@H](C(=O)N(CCCN(C)C)C(=O)NCC)C[C@@H]2c3cccc4[nH]cc(c34)C[C@H]21	nt	67*	nt	nt
CCCCCCCCCCCC[N+](C)(C)Cc1ccccc1	nt	-13	nt	nt
COc1cc(C=O)ccc1O	nt	3	nt	nt
CCC1OC(=O)C[C@H](O)C(C)[C@@H](O[C@@H]2OC(C)C(O)C(N(C)C)C2O)C(CCN2CC(C)CC(C)C2)CC(C)C(=O)/C=C/C(C)=C\[C@@H]1COC1OC(C)C(O)C(OC)C1OC (stereo partly specified)	-1%	nt	nt	4%
C/C(=C(/CCO)SS/C(CCO)=C(\C)N(C=O)Cc1cnc(C)nc1N)N(C=O)Cc1cnc(C)nc1N	1%	nt	nt	1%
Cc1ccsc1/C=C\C1=NCCCN1C	-4%[20.6 µM]	nt	nt	-5%[20.6 µM]
C[C@@H]1CC2[C@@H]3C[C@H](F)C4=CC(=O)C(Cl)=C[C@]4(C)[C@@]3(F)[C@H](O)C[C@]2(C)[C@@]1(O)C(=O)CO (stereo partly specified)	26%	nt	nt	-2%
N#C/C(=C1/SCC(c2ccccc2Cl)S1)n1ccnc1 (stereo unspecified)	2%	nt	nt	1%
CCOC(=O)c1sc(NC(=O)c2c(-c3ccccc3)c(-c3ccccc3)nn(C)c2=O)nc1C	nt	12	-9%	nt
Cc1c(Cl)cccc1NC(=O)Cn1cc(C(=O)C2CCCCC2)c2ccccc21	nt	14	-13%	nt
CCCOc1ccc2nc(NC(=O)OC)[nH]c2c1	4.6µM*	-16	nt	2.9µM*
COc1ccc(-c2cc(C(F)F)nn2-c2ccc(S(N)(=O)=O)cc2)cc1F	-3%	11	nt	1%
Cc1ccccc1OCC(O)CO (stereo unspecified)	2%	10	nt	-3%
CN(c1nccc(=O)[nH]1)C1CCN(c2nc3ccccc3n2Cc2ccc(F)cc2)CC1	?	5	nt	?

3 of the compounds above, with values under each structure.
Sequence of screens: MCF10A rerep	D3 ag	HEK293 tox	SW480 rereplic
- CN(c1nccc(=O)[nH]1)C1CCN(c2nc3ccccc3n2Cc2ccc(F)cc2)CC1
→ ?	5	nt	?
- C/C(=C(/CCO)SS/C(CCO)=C(\C)N(C=O)Cc1cnc(C)nc1N)N(C=O)Cc1cnc(C)nc1N
→ 1%	nt	nt	1%
- COc1ccc(-c2cc(C(F)F)nn2-c2ccc(S(N)(=O)=O)cc2)cc1F
→ -3%	11	nt	1%

Given with values under each structure: 3 of the compounds above.
Each structure is followed by: MCF10A rerep | D3 ag | HEK293 tox | SW480 rereplic
CCCOc1ccc2nc(NC(=O)OC)[nH]c2c1
  4.6µM* | -16 | nt | 2.9µM*
COc1ccc(-c2cc(C(F)F)nn2-c2ccc(S(N)(=O)=O)cc2)cc1F
  -3% | 11 | nt | 1%
Cc1ccccc1OCC(O)CO (stereo unspecified)
  2% | 10 | nt | -3%

New compounds follow:
SMILES	MCF10A rerep	D3 ag	HEK293 tox	SW480 rereplic
NCc1ccccc1Sc1ccccc1CO	1%	-15	nt	1%
CC(=O)Nc1ccc(OC(=O)c2ccccc2OC(C)=O)cc1	5%	-5	nt	2%
c1ccc(-n2cnnn2)cc1	2%	-16	nt	-6%
O=C(NCCCN1CCOCC1)c1ccc(Cl)cc1	-4%	-19	nt	-4%
CCOC(=O)[C@H](CCc1ccccc1)N[C@@H](C)C(=O)N1C(=O)N(C)C[C@H]1C(=O)O	0%	-2	nt	-2%
CCCCCCCCCCCCCCCC[N+](C)(C)Cc1ccccc1	13µM*	-11	nt	?
CCN(CC)CC1CCCCN1CC(=O)N1c2ccccc2C(=O)Nc2cccnc21 (stereo unspecified)	5%	8	nt	10%
CN(C)CCCSc1ccccc1NC(=O)/C=C/c1ccccc1	7%	-16	nt	0%
CCN(CC)CCOc1ccc(Cc2ccccc2)cc1	24µM*	-20	nt	-1%
CN(C(=O)c1c(O)c2ccccc2n(C)c1=O)c1ccccc1	-4%	-8	nt	6%
CCOC(=O)c1ccccc1O	5%	5&-22	nt	-6%
COC(=O)C1=C(C)NC(C)=C(C(=O)OCCN2CCN(C(c3ccccc3)c3ccccc3)CC2)C1c1cccc([N+](=O)[O-])c1 (stereo unspecified)	?	-27	nt	?
C=CCCCCCCCCC(=O)OC	2%	1	nt	-2%
COC(=O)c1ccccc1O	0%	-15	nt	3%
CCCCC(CC)COC(=O)c1ccccc1O (stereo unspecified)	2%	-2	nt	2%

Another view of part of the listing above.
Molecule | MCF10A rerep | D3 ag | HEK293 tox | SW480 rereplic
COC(=O)c1ccccc1O | 0% | -15 | nt | 3%
CCCCC(CC)COC(=O)c1ccccc1O (stereo unspecified) | 2% | -2 | nt | 2%

Record cards, from the list above:
Profile of CN(C)CCCSc1ccccc1NC(=O)/C=C/c1ccccc1 = MCF10A rerep: 7%; D3 ag: -16; HEK293 tox: nt; SW480 rereplic: 0%
Profile of O=C(NCCCN1CCOCC1)c1ccc(Cl)cc1 = MCF10A rerep: -4%; D3 ag: -19; HEK293 tox: nt; SW480 rereplic: -4%
Profile of NCc1ccccc1Sc1ccccc1CO = MCF10A rerep: 1%; D3 ag: -15; HEK293 tox: nt; SW480 rereplic: 1%
